# Bioassay records as filed in PubChem BioAssay.
# FBW7 activator = human FBW7 E3 ligase activation, primary screen. Q969H0. AlphaScreen FBW7–phospho-cyclin E peptide binding, activator screen. normalized activity (activation), % at 26.1 µM. hit rate 0.13% among 650,000; in the data active = normalized activity above about 1.9%;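 also: purified mutant Fbw7 with reduced substrate affinity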
# GPR151 ag = human GPR151 activation; Q8TDV0; PathHunter beta-arrestin GPR151 cells, luminescence; activation, % at 11.2 µM; hit rate 1% among 650,000; AID 1508602; in the data active = activation above about 4.9%;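 also: 0% = median of compound wells and 100% = cells with positive control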
# Target sequence (Q8TDV0 whole entry, looked up): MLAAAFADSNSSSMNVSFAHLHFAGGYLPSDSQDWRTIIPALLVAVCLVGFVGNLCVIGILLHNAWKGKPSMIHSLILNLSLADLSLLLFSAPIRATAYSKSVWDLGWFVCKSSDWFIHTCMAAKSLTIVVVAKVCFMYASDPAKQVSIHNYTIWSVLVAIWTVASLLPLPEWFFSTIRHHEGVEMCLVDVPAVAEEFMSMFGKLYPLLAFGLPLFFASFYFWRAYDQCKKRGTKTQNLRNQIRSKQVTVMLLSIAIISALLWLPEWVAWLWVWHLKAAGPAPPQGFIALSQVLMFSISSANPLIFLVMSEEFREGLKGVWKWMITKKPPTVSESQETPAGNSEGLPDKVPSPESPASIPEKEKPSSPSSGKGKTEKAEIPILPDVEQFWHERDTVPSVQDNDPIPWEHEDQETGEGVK
# MITF primary = blocks human microphthalmia-associated transcription factor; inhibition, % at 2.6 µM; AlphaScreen MITF homodimerization, bead proximity signal; hit rate 0.91% among 650,000; AID 1259374; O75030; in the data active = inhibition above about 50%;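 also: 0% = vehicle wells with protein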
# Target sequence (O75030 whole entry, looked up): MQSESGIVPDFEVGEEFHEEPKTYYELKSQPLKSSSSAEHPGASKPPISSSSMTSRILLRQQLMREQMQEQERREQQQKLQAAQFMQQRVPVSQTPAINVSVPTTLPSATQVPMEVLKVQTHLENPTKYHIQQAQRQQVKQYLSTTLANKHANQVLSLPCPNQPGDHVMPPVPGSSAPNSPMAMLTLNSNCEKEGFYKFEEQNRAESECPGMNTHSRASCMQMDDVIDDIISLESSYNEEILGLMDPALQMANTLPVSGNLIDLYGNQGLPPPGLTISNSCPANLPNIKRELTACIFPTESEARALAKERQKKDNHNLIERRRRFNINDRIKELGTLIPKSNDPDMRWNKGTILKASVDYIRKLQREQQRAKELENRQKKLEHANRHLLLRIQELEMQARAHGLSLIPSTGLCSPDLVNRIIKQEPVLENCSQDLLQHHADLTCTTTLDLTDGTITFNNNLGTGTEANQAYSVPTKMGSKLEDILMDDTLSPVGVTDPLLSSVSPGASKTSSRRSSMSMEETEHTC
# TEAD-YAP block = TEAD-YAP interaction inhibition | HEK-TIYL cells, TEAD-Gal4/YAP UAS-luciferase luminescence | inhibition, % at 9.12 µM | hit rate 1.4% among 640,000; in the data active = inhibition above about 32%;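 also: 0% = median of test compound wells and 100% = reference inhibitor wells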
# An asterisk follows results filed as active.
Compound	FBW7 activator	GPR151 ag	MITF primary	TEAD-YAP block
CCN(CC(=O)Nc1ccc2c(c1)OCCO2)CC(=O)N1CC(=O)Nc2ccccc21	-0.2	-0.4	-1.5	0.8
CC(C)/C=C/CN1CCc2nnc(C(C)NC(=O)C3CCN(C)CC3)n2CC1 (stereo not given)	-0.2	0.7	-0.4	3.6
COc1ccc(N2CC(C(=O)NC(C)C)CC2=O)cc1 (stereo not given)	-0.1	-1.2	-5.1	0.4
Cc1cccc(C(=O)N2CCOCC2)c1[N+](=O)[O-]	0.1	1.6	13.7	5.5
COc1ccccc1/C=C(\NC(=O)c1ccc(OC)c(OC)c1)C(=O)Nc1ccc(Cl)cc1	0.1	-1.2	1.9	1.3
COC(=O)c1cc(C)sc1NC(=S)Nc1cnn(C)c1C(N)=O	0.0	-1.8	-16.4	-5.1
CC(C)c1c(C(=O)N2CCN(CCO)CC2)cnn1-c1nccc(-c2ccccc2F)n1	0.7	0.3	15.7	8.2
CC(=O)N1CCC(N(C(=O)COc2ccccc2C(=O)O)C2CC2)CC1	-0.1	1.1	7.4	4.3
Cc1cc(C)nc(/N=C(/NC(=O)Nc2ccc(Cl)c(Cl)c2)Nc2cccc(Cl)c2)n1	-0.1	0.3	-3.1	16.5
O=c1nc2n(-c3ccc(Cl)c(Cl)c3)c3cccc(Cl)c3cc-2c(=O)[nH]1	0.4	-1.2	16.6	-2.5
O=C(CS(=O)CC(=O)Nc1ccc2c(c1)OCCO2)Nc1ccc(F)cc1 (stereo not given)	0.0	0.5	-3.1	-2.1
Cc1ccc(SCCCC(=O)Nc2nc(-c3ccncc3)cs2)cc1	-0.2	-1.9	-12.5	-0.7
CC1=C(C(=O)Nc2ccccc2)C(c2ccc(C)o2)n2c(s/c(=C/c3ccco3)c2=O)=N1 (stereo not given)	0.3	1.4	5.4	3.7
O=C(Nc1ccc(Cl)cc1Cl)c1cc(Br)ccc1Cl	0.3	1.9	-2.4	-4.7
Cc1cc(C)[n+](C)n1CC(O)Cn1c2ccccc2c2ccccc21 (stereo not given)	1.1	0.5	9.6	1.9
CSc1nnc2c(n1)OC(c1ccc3c(c1)OCO3)N(C(C)=O)c1ccccc1-2 (stereo not given)	0.2	1.0	1.6	10.5
c1cc(-c2cc(NC3CCCCC3)nc(-c3ccncc3)n2)ccn1	-0.1	-0.2	13.2	-17.7
CCC(C)(C)NC(=O)CN(Cc1ccc(F)cc1)C(=O)c1csnn1	-0.1	0.3	6.3	-0.4
Cc1ccc([N+](=O)[O-])cc1S(=O)(=O)Nc1cccc(S(=O)(=O)NC2=NCCC2)c1	0.0	0.4	-5.0	-4.6
COC(=O)C(OC(C)=O)[C@H]1C(C)(C)C(OC(C)=O)[C@@H]2CC3=C4CC(=O)O[C@@H](c5ccoc5)[C@]4(C)CCC3[C@@]1(C)C2=O (stereo not given in full)	0.3	0.0	16.9	-0.8
Cc1ccc(C2(c3ccc(C)o3)CCCCC2)o1	-0.2	-0.1	-10.3	0.7
CCOc1ccc(/C=C2/NC(=O)N(c3cccc(Cl)c3)C2=O)cc1OC	0.1	-0.6	-3.5	-4.2
CN1C(=O)CC(C(=O)O)SC1=Nc1cc(Cl)c(O)c(Cl)c1 (stereo not given)	-0.2	-0.2	-6.8	-0.4
O=C(NCC(c1cccnc1)N1CCN(c2ccccc2F)CC1)c1ccc2c(c1)OCO2 (stereo not given)	-0.2	0.5	8.2	-6.5
COc1ccc(S(=O)(=O)N(CCc2ccccc2)CC(=O)Nc2ccccc2F)cc1	0.0	1.8	-4.5	-8.2
C[C@H]1NC(=O)[C@@H]2C[C@H](NC(=O)Nc3c(Cl)cccc3Cl)CN2C1=O	0.1	-0.4	-5.2	0.3
O=C(NC1C(=O)NN(c2ccccc2)C1c1ccc(Cl)cc1)c1ccco1 (stereo not given)	0.4	-0.8	19.2	-9.3
CC1CCCC(NS(=O)(=O)c2cc3c(cc2Cl)NC(=O)CO3)C1C (stereo not given)	0.0	7.8*	14.1	3.8
N#Cc1cccc(NC(=O)CC2CCCCC2)c1	0.0	0.9	5.8	-30.7
CCn1nc(C(=O)OC)c2ccccc2c1=O	0.7	-1.2	7.2	-3.3
O=C(CSc1ccc([N+](=O)[O-])cc1)Nc1ccc(S(=O)(=O)N2CCCCCC2)cc1	0.3	0.4	6.0	7.5
O=C(CNS(=O)(=O)c1ccccc1)N/N=C/c1ccccc1[N+](=O)[O-]	0.0	1.5	18.2	5.7
COc1cc(CN2CCNC(=O)C2CC(=O)N(C)CCc2ccccc2)cc(OC)c1 (stereo not given)	0.3	-0.4	5.6	-11.4
COc1ccc(-c2csc(NC(=O)Cn3c(=O)c(C#N)c4n(c3=O)CCC4)n2)cc1	-0.1	-1.2	-9.3	-4.8
O=C(COC(=O)c1cc(=O)[nH]c(=O)[nH]1)Nc1cccc(Cl)c1	0.1	1.0	-5.8	1.3
Cc1cc(C)cc(NC2OC(=O)c3ccccc32)c1 (stereo not given)	0.1	0.5	8.5	2.7

# As entered above:
# GPR151 ag, COc1ccc(-c2csc(NC(=O)Cn3c(=O)c(C#N)c4n(c3=O)CCC4)n2)cc1 stands at -1.2
# MITF primary, COc1ccc(S(=O)(=O)N(CCc2ccccc2)CC(=O)Nc2ccccc2F)cc1 stands at -4.5
# TEAD-YAP block, CCn1nc(C(=O)OC)c2ccccc2c1=O stands at -3.3
# GPR151 ag, COc1cc(CN2CCNC(=O)C2CC(=O)N(C)CCc2ccccc2)cc(OC)c1 (stereo not given) stands at -0.4
# GPR151 ag, CC1CCCC(NS(=O)(=O)c2cc3c(cc2Cl)NC(=O)CO3)C1C (stereo not given) stands at 7.8*

# The list goes on:
Compound	FBW7 activator	GPR151 ag	MITF primary	TEAD-YAP block
C=C(C)Cn1c(=S)[nH]c2ccccc2c1=O	0.4	0.9	14.0	17.6
O=C(O)CCCC(=O)NCc1ccc(Cl)c(Cl)c1	0.3	1.7	-11.5	8.8
CCc1ccc(CN2CCN(Cc3cccc(Oc4ccccc4)c3)CC2)cc1	-0.2	-0.8	66.7*	0.1
CC(=O)c1ccc(OCCCC(=O)Nc2ccc(C)c(S(=O)(=O)N(C)C)c2)cc1	0.3	-2.8	16.6	6.2
CCOCCCNC(=O)C(CC)n1c2ccccc2c2nc(=O)cc(C)n21 (stereo not given)	0.9	-0.2	16.6	10.8
O=C(NCCc1ccccc1)c1ccc(N2CCC3(CC2)OCCO3)c([N+](=O)[O-])c1	0.0	-1.4	-3.2	-9.7
COc1cccc(CC2(CO)CCN(C(=O)c3cccc(Cl)c3)CC2)c1	0.0	2.0	2.8	4.3
COc1ccc(Cl)cc1N/C=C(/C#N)c1nc2ccccc2n1C	0.0	0.4	-0.8	-7.5
Cc1c(C(=O)N2CCCCC2C)sc2ncnc(N3CCc4ccccc4C3)c12 (stereo not given)	0.5	-0.2	13.0	-6.2
Clc1ccc(NCn2nnc3ccccc32)nc1	0.9	-0.6	13.4	-6.5
CCC(c1nnnn1C(C)(C)C)N1CCN(c2cc(C)ccc2C)CC1 (stereo not given)	0.2	-0.4	0.5	-12.9
CCC(C)NC1CCN(c2ccc(NC(=O)c3ccc(OC)cc3)cc2)CC1 (stereo not given)	0.1	0.2	5.6	6.3

# Whole records, looked up by structure.
# O=C(Nc1ccc(Cl)cc1Cl)c1cc(Br)ccc1Cl is listed with FBW7 activator: 0.3; GPR151 ag: 1.9; MITF primary: -2.4; TEAD-YAP block: -4.7
# CSc1nnc2c(n1)OC(c1ccc3c(c1)OCO3)N(C(C)=O)c1ccccc1-2 (stereo not given) is listed with FBW7 activator: 0.2; GPR151 ag: 1.0; MITF primary: 1.6; TEAD-YAP block: 10.5
# CCOCCCNC(=O)C(CC)n1c2ccccc2c2nc(=O)cc(C)n21 (stereo not given) is listed with FBW7 activator: 0.9; GPR151 ag: -0.2; MITF primary: 16.6; TEAD-YAP block: 10.8

# (further entries)
Compound | FBW7 activator | GPR151 ag | MITF primary | TEAD-YAP block
CCn1cc(C(=O)NC2CCC(C)CC2)c(=O)c2cc(S(=O)(=O)N3CCCC3)ccc21 (stereo not given) | 0.3 | 0.0 | 13.3 | -34.3
CCCCNS(=O)(=O)c1ccc(OC)c(-c2nnc3c4ccccc4c(C)nn23)c1 | 0.1 | -1.2 | -2.0 | -9.9
COc1cc2nc(-c3ccc4c(c3)C(=O)N(Cc3cccnc3)C4=O)oc(=O)c2cc1OC | -0.5 | 0.6 | 18.1 | 3.0
O=C(Nc1ccc(Cl)c(-c2nc3ccccc3o2)c1)c1ccccc1F | 0.1 | -0.5 | 6.3 | 15.0
Cc1ccc(-c2nc(CS(=O)(=O)CC(=O)NCc3ccc(Cl)cc3)c(C)o2)cc1 | 0.1 | -0.5 | 24.1 | -0.9
COc1ccc(CNC(=O)Cn2ncn3cccc3c2=O)cc1 | 0.8 | -2.7 | 24.2 | -31.6
COc1ccc(OC)c(NC(=O)C(NS(=O)(=O)c2cccs2)C(C)C)c1 (stereo not given) | 0.0 | 0.7 | 7.9 | 11.0
c1ccc(-c2cc(N3CCC4(CC3)OCCO4)nc(-c3cccnc3)n2)nc1 | 0.2 | 0.2 | 15.6 | 11.3
COC(=O)C(CC(C)C)NS(=O)(=O)c1ccc(Br)cc1 (stereo not given) | 0.1 | 0.3 | 0.9 | -5.6
CCOc1ccc(C2=CS/C(=C(/C#N)c3nnc4n3CCCCC4)N2CC)cc1 | -0.2 | -1.0 | 9.5 | 10.3
COc1cccc(/C=N\NC(=O)c2cc(C(C)C)[nH]n2)c1 | 0.8 | 1.6 | 12.6 | -24.8
CCCCOc1ccc(NC(=O)CSc2nc3ccc(NC(=O)c4ccc(Cl)cc4Cl)cc3s2)cc1 | 0.0 | 1.1 | 2.0 | -2.3
Cc1ccc2nc(C)cc(Nc3cccc(C(F)(F)F)c3)c2c1 | -0.3 | -0.9 | -3.3 | 10.8
COc1ccc(NS(=O)(=O)c2cccc(S(=O)(=O)c3ccc(Cl)cc3)c2)cc1 | -0.1 | 0.1 | 1.5 | 2.2
CC(C)CCNC(=O)C(=O)Nc1ccc2c(c1)OCCO2 | 0.7 | -0.9 | 21.7 | -66.4

# Looked up one by one from the list above (2):
Compound | FBW7 activator | GPR151 ag | MITF primary | TEAD-YAP block
COC(=O)C(CC(C)C)NS(=O)(=O)c1ccc(Br)cc1 (stereo not given) | 0.1 | 0.3 | 0.9 | -5.6
COc1cccc(/C=N\NC(=O)c2cc(C(C)C)[nH]n2)c1 | 0.8 | 1.6 | 12.6 | -24.8

# Remaining list, next part
Compound | FBW7 activator | GPR151 ag | MITF primary | TEAD-YAP block
COc1cc(Nc2nc(C)cc(Nc3ccc(NC(C)=O)cc3)n2)cc(OC)c1OC | -0.1 | 0.8 | 14.8 | -0.8
CCC(=O)NC(=S)Nc1cccc(Cl)c1 | 0.0 | 1.0 | 12.1 | -15.3
CCOC(=O)c1sc(NC(=O)C(CC)Sc2nnc3c4ccccc4n(CC)c3n2)nc1C (stereo not given) | 0.1 | -3.0 | -17.4 | 1.4
COc1ccc(Oc2c(C(F)(F)F)oc3c(CN4CCCC4)c(O)ccc3c2=O)cc1 | 0.3 | -0.2 | 5.0 | 9.5
Cc1cc(C)n(-c2ccc(C(=O)NCC3Cc4cc(-c5cnccn5)ccc4O3)cc2)n1 (stereo not given) | 0.1 | -0.2 | -5.6 | -6.9
Cc1ccc(N2CCn3c(SCC(=O)Nc4ccccc4F)nnc32)cc1 | -0.1 | 2.3 | 0.0 | -10.7
COc1ccc(CN2CCN(C(=O)c3ccc([N+](=O)[O-])cc3)CC2)cc1 | 0.1 | -1.4 | 59.8* | 6.8
O=C(CCN1C(=O)c2cccc([N+](=O)[O-])c2C1=O)Nc1ccc(Cl)cc1 | 0.3 | -1.0 | 8.2 | 3.2
COc1ccccc1-n1c(SCC(=O)OC(C)C)nc2cccnc21 | 0.0 | -0.3 | -8.1 | -1.4
COCCNC(=O)CN(C(=O)CCC(=O)Nc1nccs1)c1ccc(C)cc1C | 0.2 | 0.4 | 10.9 | -4.8
CCOc1ccccc1C(=O)NC1CCNCC1 | 0.1 | -0.1 | -2.3 | -1.6
Cc1cc(C)nc(Nc2cccc3ccccc23)n1 | 0.7 | -0.9 | 2.4 | 9.3
Cc1csc(=Nc2ccccc2)n1CC(=O)c1ccccc1 | -0.2 | 0.7 | 0.9 | -5.6
